# Source: PubChem BioAssay
# EP2 modulator = modulates human prostaglandin E2 receptor EP2 signaling. EP2-expressing cells, cAMP HTRF FRET, PGE2 co-stimulation. induction, % at 25 µM. 260,000 compounds, 0.83% hits. AID 940;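 active = compounds whose cAMP rise, as percent of the full-agonist control response, exceeds 60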;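 also: rat C6 glioma line stably carrying human EP2 under a CMV promoter; the protocol text gives 20 µM as final concentration; 100% = response of wells given 1 µM PGE2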
# 14-3-3 Bad PPI = disrupts binding of bovine 14-3-3 zeta to phospho-Bad peptide. P63103. TR-FRET 14-3-3zeta/Dy647-pBad peptide displacement, 1 h. inhibition, % at 21.7 µM. 220,000 compounds, 0.71% hits. AID 781;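 active = inhibition above about 70%, limit read from the data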;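 also: 0% = full 14-3-3 plus peptide FRET controls and 100% = background without 14-3-3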
# NPY-Y1 PAM-ag = human NPY-Y1 potentiation or agonism, primary screen | P25929 | 220,000 compounds, 0.37% hits | NPY-Y1 expressing cells, potentiator/agonist activation | AID 1304 | activation, % at 3.6 µM; in the data active = activation above about 33%, passing the limit was not always enough;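 also: cells stimulated with NPY at EC10 then isoproterenol at EC100; 0% = low agonist plus stimulus and 100% = saturating agonist plus stimulus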
# Target sequence (P25929 whole entry, looked up): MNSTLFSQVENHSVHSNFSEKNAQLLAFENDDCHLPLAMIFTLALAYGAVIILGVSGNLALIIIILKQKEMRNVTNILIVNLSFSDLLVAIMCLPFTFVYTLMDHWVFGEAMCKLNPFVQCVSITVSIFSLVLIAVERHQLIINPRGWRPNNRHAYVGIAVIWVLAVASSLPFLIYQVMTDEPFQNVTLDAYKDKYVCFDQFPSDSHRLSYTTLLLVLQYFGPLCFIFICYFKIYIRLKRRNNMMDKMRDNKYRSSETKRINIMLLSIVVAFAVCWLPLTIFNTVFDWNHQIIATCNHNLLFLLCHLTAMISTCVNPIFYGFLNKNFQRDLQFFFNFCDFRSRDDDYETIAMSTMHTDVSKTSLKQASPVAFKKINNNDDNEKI
# PGE2 EP2 inh = EP2 receptor (human) inhibition. P43116. C6 glioma cells expressing human EP2, cAMP TR-FRET; cells stimulated with saturating PGE2. inhibition, % at 25 µM. 260,000 compounds, 0.52% hits. AID 1422;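 active = percent inhibition above 40 after rounding to a whole number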;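 also: rat C6 glioma host cells with rolipram phosphodiesterase inhibitor present; the protocol text gives 20 µM as final concentration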
# NPY-Y1 antag = NPY-Y1 (human) receptor antagonism; P25929; HEK293-CNG Y1 cells, membrane potential fluorescence; NPY at EC95, then isoproterenol; inhibition, % at 3.6 µM; 200,000 compounds, 1% hits;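 active = inhibition above the campaign mean inhibition of all tested compounds plus 3 SD, cut at about 20% in these data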;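 also: 0% = DMSO wells given NPY plus isoproterenol and 100% = isoproterenol alone without NPY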
#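 Test system: HEK293 cells co-expressing NPY Y1 receptor and cyclic-nucleotide gated channel; Also added: NPY (25 nM), isoproterenol (1 µM), Ro 20-1724 (25 µM); Compound dosing: one concentration, 3.6 µM, in 0.4% DMSO; Timing: dye 3 h, compound 60 min room temperature, stimulation 45 min; Technique: Membrane-potential fluorescent dye readout.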
# CHOP inhibitor = inhibitors of CHOP induction in ER stress response | 220,000 compounds, 3.8% hits | CHO-K1 CHOP-promoter luciferase, tunicamycin-induced, 15-18 h | inhibition, % at 10 µM;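 active = compounds that reduced the stress-induced luciferase reporter signal by more than about 70% of percent inhibition, limit read from the data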;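 also: 0% = tunicamycin plus vehicle and 100% = wells without tunicamycin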
# PPC-1+TRAIL kill = compounds killing PPC-1 cancer cells with TRAIL present (potentiator screen, no TRAIL-free arm); AID 1443; 220,000 compounds, 0.41% hits; cell killing (% activity), % at 4 µM; PPC-1 cells + TRAIL, ATPLite viability luminescence;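 active = cell killing above 50% in the first pass at 4 µM, then a duplicate retest at 5 µM averaging 50% or more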;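 also: plate controls were cells with TRAIL plus DMSO for no effect and medium-only wells lacking cells for full effect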
# TRPML3 agonist = human mucolipin-3 channel agonism. Q8TDD5. activation, % at 3 µM. HEK293 TRPML3-YFP, Fluo-8 calcium fluorescence; 100% = the carbachol control signal. 220,000 compounds, 0.29% hits. AID 1448;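 active = activation above its plate's cutoff, the mean activation of the plate's test wells plus 3 SD, cut at about 12% in these data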;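 also: 0% = DMSO only wells and 100% = carbachol wells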
# Target sequence (Q8TDD5 whole entry, looked up): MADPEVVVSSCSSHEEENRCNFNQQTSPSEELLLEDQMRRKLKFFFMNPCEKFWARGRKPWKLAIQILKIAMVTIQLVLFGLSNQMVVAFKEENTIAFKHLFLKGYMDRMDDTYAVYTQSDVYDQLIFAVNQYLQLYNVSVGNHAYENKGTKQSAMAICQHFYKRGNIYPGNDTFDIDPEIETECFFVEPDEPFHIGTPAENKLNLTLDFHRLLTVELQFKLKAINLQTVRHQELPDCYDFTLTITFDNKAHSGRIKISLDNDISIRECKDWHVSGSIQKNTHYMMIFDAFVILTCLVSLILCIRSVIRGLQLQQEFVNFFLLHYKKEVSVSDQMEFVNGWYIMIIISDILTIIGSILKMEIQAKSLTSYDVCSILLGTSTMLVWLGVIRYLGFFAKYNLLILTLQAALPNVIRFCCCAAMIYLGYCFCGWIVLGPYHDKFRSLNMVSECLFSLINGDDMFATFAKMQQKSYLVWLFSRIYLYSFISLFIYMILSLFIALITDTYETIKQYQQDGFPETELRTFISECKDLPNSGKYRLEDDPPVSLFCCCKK
#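 Material: HEK293 cells stably carrying human TRPML3-YFP; compound dosing: single dose, 3 µM final nominal compound, 0.3% DMSO final; incubation: 1-h 37 °C dye load, 5-s basal, 120-s post-compound reads; technique: Fluo-8 intracellular calcium fluorescence, excitation 470-495 nm, emission 515-575 nm; read-out basis: percent activation from peak-to-basal fluorescence ratio, scaled between DMSO and carbachol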
# TRPN1 ag = activates the zebrafish TRPN1 channel; 220,000 compounds, 0.18% hits; activation, % at 3 µM; AID 1424; HEK293 zebrafish TRPN1-YFP, Fluo-8 calcium fluorescence; 100% = response to 87 µM carbachol;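 active = activation above its plate's cutoff, the mean activation of test wells on that plate plus 3 SD, cut at about 19% in these data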;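 also: 0% = DMSO alone and 100% = 87 µM carbachol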
#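 Material: zebrafish TRPN1-YFP in HEK293 cells; Doses: single test compound dose, 3 µM nominal, 0.3% DMSO; Timing: dye loading 1 h at 37 °C, then 30 min room temperature; Technique: intracellular calcium fluorescence with Fluo-8; Benchmarks: high carbachol 87 µM, low DMSO alone.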
# * marks the source's active call; other numbers are inactive results; / = not tested or not shown; & = joins results of further samples; [ ] = dose if it differs, or a comment. These rows are one share of the data, so the mix of outcomes need not match the whole.
SMILES,EP2 modulator,14-3-3 Bad PPI,NPY-Y1 PAM-ag,PGE2 EP2 inh,NPY-Y1 antag,CHOP inhibitor,PPC-1+TRAIL kill,TRPML3 agonist,TRPN1 ag
CCOC(=O)C1=C(C)NC(C)=C(C(=O)OCC)C1C(=O)OCC(=O)N1CCCCC1CC (configuration not stated),16,5,-5,9,-5,-1,34,0.4,0.4
CN1CCN(CCCn2cnc3c(=O)oc4ccccc4c32)CC1,0,-9,-7,8,-5,-4,6,0.6,-0.7
Cc1ccc(OCC(=O)NNC(=O)c2cccnc2)cc1C,-44,-2,-1,7,-3,-14,9,0.9,1.2
CCn1nc(C)c(NC(=O)c2ccc(Br)o2)c1C,19,-4,5,12,2,-12,-3,0.6,0.1
C/C(=N\Nc1ncc(Cl)cc1Cl)c1ccc(N2CCOCC2)cc1,-39,-9,7,10,1,33,14,-0.2,-0.8
CCSc1nc(-c2ccccc2)c(-c2ccccc2)n1CC(O)CO (configuration not stated),26,1,20,11,-5,5,26,0.3,0.5
O=C(CC(Nc1ccc(F)cc1)c1ccccc1)c1ccccc1 (configuration not stated),4,-8,0,3,4,52,11,-1.1,-2.3
COC(=O)CN1C(=O)C(O)(CC(=O)c2ccc(Br)cc2)c2ccccc21 (configuration not stated),-2,1[fluorescence artefact?],10,18,0,2,14,-0.8,0.6
COc1ccc(CCNC(=O)CSc2ccccn2)cc1,7,-3,12,5,1,1,9,0.6,-0.1
O=C(O)C1C2C=CC3(CN(Cc4ccco4)C(=O)C13)O2 (configuration not stated),15&-11,-8,-12,7&16,-2,-3,-2,0.8,0.4
O=C(NCCC1=CCCCC1)c1cc(-c2ccncc2)nc2ccccc12,-17,-9,-81,4,27*,1,10,-0.5,-1.9
COc1cccc(N2C(=O)C3C(C2=O)C2C=CC3C23CC3)c1 (configuration not stated),24,-5,-15,15,2,5,3,0.7,-2.0
Cn1cnc(S(=O)(=O)NCc2cccs2)c1,11,-1[fluorescence artefact?],-23,7,3,-7,-1,0.7,3.5
Cc1nc(CSc2nnc(C)s2)cs1,30,2,9,8,6,34,87*,1.6,1.2
CCC(=O)Nc1nnc(C(C)(C)C)s1,-2,-6,-10,5,2,0,-4,0.7,0.7
COc1ccc(NC(=O)Cn2nc(Cc3cccnc3)c3ccccc3c2=O)c(OC)c1,5,6,10,2,/,-16,-3,-0.7,-0.7
CC(C)C1C(C#N)=C(N)Oc2n[nH]c(-c3cccs3)c21 (configuration not stated),-38,-6,15,15,-9,30,11,-0.4,0.1
Cc1c(/C(O)=C2/C(=O)C(=O)N(Cc3cccnc3)C2c2ccccn2)cnn1-c1ccccc1 (configuration not stated),18,-3,-4,5,2,47,10,1.1,1.9
CC(=O)N1c2ccccc2C(=O)C1N1CCCCC1 (configuration not stated),29,-15,11,13,-5,-8,12,0.4,-0.1
CCOC(=O)c1nnn(CC(=O)Nc2ccccc2)c1C(=O)OCC,-11,-4,-4,8,-6,11,6,0.3,1.1
COc1ccc(CCNC(=O)CCC(=O)Nc2nnc(C(C)C)s2)cc1OC,10,-11,11,5,0,18,14,0.6,-0.2
CC(C)c1ccc(N2C(=O)CC(NNC(=O)c3ccccc3Cl)C2=O)cc1 (configuration not stated),-30,2,14,11,/,-1,2,1.0,1.0
CC1/C(=N/O)CC(c2ccccc2)NC1c1ccccc1 (configuration not stated),33,1,5,-2,1,47,-15,-0.1,-0.9
CC1(C)Cc2ccccc2/C(=C/C(=O)N2CCCCCC2)N1,12,74*,-5,-5,14,18,-2,-0.7,-1.8
O=C(CSc1nc(-c2ccccc2)nc2ccccc12)Nc1nccs1,-8,-5,20,5,-2,43,22,-0.1,2.1
COc1ccc(-c2c(C#N)c(SCC(N)=O)nc3c2CCCC3)cc1,46,10,-1,12,1,15,1,-0.7,-0.4
CC(=O)c1cccc(NC(=O)C(OC(=O)c2cccc(S(=O)(=O)N(C)c3ccccc3)c2)c2ccccc2)c1 (configuration not stated),13,-3,-29,7,-1,37,-4,1.5,0.8
Cc1noc(NS(=O)(=O)c2ccc(NC(=O)c3cc(-c4ccccc4Cl)nc4ccccc34)cc2)c1C,23,0,-19,5,-2,-3,2,0.1,0.1
O=C1C/C(=C/NCc2ccccc2)C(=O)N1,11,-14[fluorescence artefact?],6,9,-3,-11,20,0.2,0.1
NCCNc1ccc2nnnn2n1,-5,-5,20,2,-1,27,6,0.3,-0.6
Cc1cccc2sc(NC(=O)CN(C)S(=O)(=O)c3ccc(Br)s3)nc12,-37,2,-14,14,6,85*,13,-0.8,1.5
C=CCn1c(SCc2nc3ccccc3[nH]2)nnc1-c1ccccn1,-3,4,3,6,1,41,4,0.5,2.1
CCOc1ccc(-c2nnc(NC(=O)CCCOc3cccc(C)c3)o2)cc1,-28,-5,-24,5,5,49,17,-0.5,-1.8
Cc1ccc(N=Nc2c(=O)[nH]n3c(=O)cc(C)[nH]c23)cc1,11,10[fluorescence artefact?],6,6,-2,-33,24,-0.8,-0.3
O=C(Nc1ccc(F)c(F)c1)c1ccco1,-4,-6,15,7,1,-1,/,0.3,1.3
COc1ccc(N2CCN(S(=O)(=O)c3cccc4cccnc34)CC2)cc1,-9,0,-10,11,-3,2,-15,-1.0,1.3
CC1=C(C)C(=O)N(c2ccc(C(=O)O)cc2)C1=O,13,12,0,10,-1,-24,-11,0.6,-0.5
CC(NC(=O)c1ccc(Br)cc1Br)c1ccccc1 (configuration not stated),-27,-14,0,7,-1,-25,4,0.0,-0.6
CC(C)N1C(=O)c2ccccc2N(Cc2ccccc2)S1(=O)=O,59,-2,1,15,/,11,2,-0.7,-2.9
CCN(CC)C(=O)c1[nH]cnc1C(=O)N[C@@H](Cc1ccccc1)C(=O)OCc1ccccc1,2,-1,6,6,-7,-1,13,-1.0,-1.2
CCOc1ccc(NC(=S)Nc2ccc(OCC)cc2)cc1,-93,-11,-30,11,5,8,5,0.6,0.8
Cc1cc2oc(=O)cc(C)c2cc1NC(=O)CCC(=O)O,19,11,-4,10,2,-36,3,-0.3,0.8
CCc1cccc(NC(=O)CSCc2cc(=O)[nH][nH]2)c1,35,8,-11,8,-6,26,26,0.6,-0.9
Cc1ccc(S(=O)(=O)N2CCCC(C(=O)NCC3COCCO3)C2)cc1 (configuration not stated),-4,-9[fluorescence artefact?],18,11,0,11,2,0.8,0.7
Cn1cc(S(=O)(=O)N2CCN(c3cccc(Cl)c3)CC2)c(=O)n(C)c1=O,-28,2,-2,8,/,10,12,0.3,0.1
COc1ccc(NC(=O)c2c(C(F)(F)F)nn(C)c2SCc2ccccc2)cc1,41,3,-1,6,0,-5,12,-0.5,-0.4
CCCOc1ccc(CC(=O)NCc2ccco2)cc1OC,32,5,-25,15,4,15,11,0.1,-0.8
CC(C)=CC(=O)OCC(=O)Nc1ccc(Cl)cc1,-12,6,6,5,-2,-17,24,-0.2,-1.0
O=C(c1cc[n+]([O-])cc1)N1CCc2c([nH]c3ccccc23)C1c1ccccc1Cl (configuration not stated),-4,-7,-1,7,0,-25,2,1.6,1.6
C[C@H](NC(=O)c1nc[nH]c1C(=O)N[C@@H](Cc1ccccc1)C(=O)OC(C)(C)C)c1ccccc1,64*,-13,5,9,-3,-14,-13,0.2,0.0
COc1ccc(CN(C)CC(=O)c2c(N)n(Cc3ccccc3)c(=O)n(C)c2=O)c(OC)c1,-13,-6[fluorescence artefact?],-38,4,24*,33,-7,-0.7,-0.8
O=C(NCc1ccco1)C1Cc2ccccc2CN1S(=O)(=O)c1ccccc1F (configuration not stated),/,/,-13,/,3,/,/,0.3,-0.4
Cc1cccc(OCC(=O)NC(=S)Nc2ccccc2N2CCOCC2)c1,4,-9,-29,3,-2,48,10,0.2,-0.2
Cc1nnc(SC(C)C(=O)N2CCc3ccccc32)s1 (configuration not stated),7,13,-1,19,5,3,2,0.7,-1.1

# Structures shown so far containing an NH in an aromatic ring, in the order listed:
SMILES,EP2 modulator,14-3-3 Bad PPI,NPY-Y1 PAM-ag,PGE2 EP2 inh,NPY-Y1 antag,CHOP inhibitor,PPC-1+TRAIL kill,TRPML3 agonist,TRPN1 ag
CC(C)C1C(C#N)=C(N)Oc2n[nH]c(-c3cccs3)c21 (configuration not stated),-38,-6,15,15,-9,30,11,-0.4,0.1
C=CCn1c(SCc2nc3ccccc3[nH]2)nnc1-c1ccccn1,-3,4,3,6,1,41,4,0.5,2.1
Cc1ccc(N=Nc2c(=O)[nH]n3c(=O)cc(C)[nH]c23)cc1,11,10[fluorescence artefact?],6,6,-2,-33,24,-0.8,-0.3
CCN(CC)C(=O)c1[nH]cnc1C(=O)N[C@@H](Cc1ccccc1)C(=O)OCc1ccccc1,2,-1,6,6,-7,-1,13,-1.0,-1.2
CCc1cccc(NC(=O)CSCc2cc(=O)[nH][nH]2)c1,35,8,-11,8,-6,26,26,0.6,-0.9
O=C(c1cc[n+]([O-])cc1)N1CCc2c([nH]c3ccccc23)C1c1ccccc1Cl (configuration not stated),-4,-7,-1,7,0,-25,2,1.6,1.6
C[C@H](NC(=O)c1nc[nH]c1C(=O)N[C@@H](Cc1ccccc1)C(=O)OC(C)(C)C)c1ccccc1,64*,-13,5,9,-3,-14,-13,0.2,0.0
